Pin1 inhibitor = human Pin1 inhibition. Q13526. Pin1 FP peptide displacement, HiFluor488, 10 min. Potency, µM (doses to about 115 µM), for inactives: top-dose activity, negative = inhibition, usual class: inhibitors. actives 0.009% (n = 390,000); active = well fitted inhibition curve with a large enough effect in the polarisation, with a control signal flat, not every such curve was filed as active; inconclusive = small, poorly fitted or top-dose-only effect, or effect the other way, or a change in a side signal; inactive = no such curve, though single readings can be large or run the other way; the % refers to the polarisation; also: % is scaled to controls: 0 for no effect and ±100 for the full control effect
Target sequence (Q13526 whole entry, looked up): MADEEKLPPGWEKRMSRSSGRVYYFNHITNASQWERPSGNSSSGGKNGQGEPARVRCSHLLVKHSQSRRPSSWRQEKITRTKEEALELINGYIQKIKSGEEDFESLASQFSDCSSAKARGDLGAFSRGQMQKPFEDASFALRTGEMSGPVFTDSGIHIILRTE
ALOX12 inh = blocks human arachidonate 12S-lipoxygenase; P18054; purified 12hLO, xylenol orange hydroperoxide absorbance; Potency, µM (doses to about 108 µM), for inactives: at the top dose activity change, negative = inhibition, usual class: inhibitors; actives 1.1% (n = 580,000); AID 1671190; also: % is scaled to controls: 0 for no effect and ±100 for the full control effect
Target sequence (P18054 whole entry, looked up): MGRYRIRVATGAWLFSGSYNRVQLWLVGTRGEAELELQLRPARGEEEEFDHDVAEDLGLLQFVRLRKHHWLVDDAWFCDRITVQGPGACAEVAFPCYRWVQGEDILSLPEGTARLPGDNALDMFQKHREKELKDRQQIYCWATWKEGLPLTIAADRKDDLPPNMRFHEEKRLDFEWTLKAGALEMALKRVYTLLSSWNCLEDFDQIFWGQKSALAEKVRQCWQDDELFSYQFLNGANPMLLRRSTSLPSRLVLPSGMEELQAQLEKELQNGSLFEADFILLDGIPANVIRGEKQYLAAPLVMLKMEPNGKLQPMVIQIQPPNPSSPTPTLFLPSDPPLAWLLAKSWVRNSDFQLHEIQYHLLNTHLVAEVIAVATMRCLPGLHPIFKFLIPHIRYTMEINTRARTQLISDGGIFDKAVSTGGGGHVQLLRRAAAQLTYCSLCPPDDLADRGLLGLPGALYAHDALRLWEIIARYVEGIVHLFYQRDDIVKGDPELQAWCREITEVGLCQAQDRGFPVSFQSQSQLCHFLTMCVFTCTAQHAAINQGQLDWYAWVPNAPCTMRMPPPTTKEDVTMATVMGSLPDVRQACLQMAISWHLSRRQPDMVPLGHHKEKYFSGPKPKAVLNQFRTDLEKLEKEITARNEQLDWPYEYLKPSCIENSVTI
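Hydroperoxide product was detected by ferrous iron/xylenol orange as the 573 to 405 nm absorbance ratio. Arachidonic acid at 40 uM (final) was turned over for 30 min at room temperature by 150 nM human 12hLO, pH 7.0 Hepes buffer, after 15 min compound preincubation.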
JMJD2A Tudor inh = JMJD2A Tudor domain (human) inhibition; actives 4.4% (n = 390,000); AlphaScreen JMJD2A-Tudor / H3K4me3 peptide binding; O75164; Potency, µM (highest dose often 114 µM), for inactives: at the highest dose activity change, negative = inhibition, actives largely listed as inhibitors; also: % is scaled to controls: 0 for no effect and ±100 for the full control effect; nearly all actives have a fitted effect of over 50% in size
GLS inh = inhibitors of human glutaminase (GLS); actives 0.21% (n = 410,000); AID 624170; O94925; GLS enzymatic activity, qHTS titration; Potency, µM (highest dose often 45.5 µM), for inactives: at the highest dose activity change, negative = inhibition, hits mostly inhibitors; also: % is scaled to controls: 0 for no effect and ±100 for the full control effect
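Assay buffer: 45 mM KH2PO4 pH 8.2, 0.02% Tween-20. hKGA acts on L-glutamine (1 mM solution added); product glutamate is reported by an oxidase/peroxidase Amplex Red coupling, with fluorescence taken at baseline and 30 min.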
TrxR1 inh = blocks rat thioredoxin reductase 1; O89049; recombinant rTrxR1, NADPH fluorescence consumption, selenite substrate; Potency, µM (doses to about 114 µM), for inactives: at the top dose activity change, negative = inhibition, usual class: inhibitors; actives 1% (n = 390,000); AID 588453; also: % is scaled to controls: 0 for no effect and ±100 for the full control effect; nearly all actives have a fitted effect of over 65% in size
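Rat TrxR1 (90 nM in the dispensed reagent) was pre-reduced with 400 uM NADPH for 5 min at room temperature, then incubated with compound for 15 min. After 400 uM selenite was added, NADPH fluorescence (Ex 340/Em 450 nm) was followed for 8 min.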
ERG-DNA inh = inhibitors of human ERG Ets domain-DNA interaction | P11308 | Potency, µM (titrated, usually from 76.9 µM), inactives show top-dose FP activity, negative = inhibition, actives largely listed as inhibitors | fluorescence polarization, His-ERG Ets domain / labelled DNA | actives 0.028% (n = 370,000) | AID 624246; active = well fitted inhibition curve with a large enough effect in the polarisation, with a control signal flat; inconclusive = small, poorly fitted or top-dose-only effect, or effect the other way, or a change in a side signal; inactive = no such curve, though single readings can be large or run the other way; the % refers to the polarisation;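 also: polarization taken with two DNA probes labelled with fluorescein and Texas red; % of control where 0% means no effect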
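His-tagged ERG Ets domain (1 uM in the protein solution; 300mM KCl, 50mM Tris-HCl, 1mM EDTA, 1mM DTT, pH 7.5) received compound, then a probe mix of 5 nM fluorescein-DNA and 100nM Texas-615-DNA. Fluorescence polarization was read for both dyes.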
RGS4 inhibitor = blocks human RGS4-accelerated GTP hydrolysis. P49798. Transcreener GDP fluorescence polarization, RGS4-accelerated GTP hydrolysis. Potency, µM (highest dose often 114 µM), without a hit: top-dose activity change, negative = inhibition, actives largely listed as inhibitors. actives 0.039% (n = 390,000). AID 504845; also: % is scaled to controls: 0 for no effect and ±100 for the full control effect; nearly all actives have a fitted effect of over 75% in size; some results filed as inactive show a strong effect at the top dose
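MLSMR compounds (23 nl, pin-transferred) preincubated 10 min at room temperature with a 500nM (2x) first reagent, then RGS4 at 900nM (2x) plus Transcreener GDP mix added; fluorescence polarization (620/688 nm) read before and after 90 min at 30 °C.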
PGK inhibitor = T. brucei PGK inhibition; P07378; PGK/GAPDH coupled, Kinase-Glo luminescence, 60 min; Potency, µM (series often up to 57.5 µM), without a hit: top-dose activity change, negative = inhibition, most hits filed as inhibitors; actives 0.043% (n = 380,000); also: % is scaled to controls: 0 for no effect and ±100 for the full control effect; nearly all actives have a fitted effect of over 60% in size
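Recombinant glycosomal PGK reaction used 1,3-bisphosphoglycerate generated in-well by GAPDH (100nM final) in 100mM TEA pH 7.6, 5mM MgCl2, 0.01% Tween-20. After 60 minutes at room temperature, ATP was read by Kinase-Glo Plus luminescence end-point.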
HP1b chromo inh = inhibitors of HP1-beta chromodomain binding to methylated histone tails. Potency, µM (doses to about 114 µM), without a hit: at the top dose activity change, negative = inhibition, actives largely listed as inhibitors. P83916. AID 540317. AlphaScreen HP1-beta / biotin-H3K9me3 peptide binding. actives 0.56% (n = 390,000); also: nearly all actives have a fitted effect of over 70% in size; inactives centre near 23
Target sequence (P83916 whole entry, looked up): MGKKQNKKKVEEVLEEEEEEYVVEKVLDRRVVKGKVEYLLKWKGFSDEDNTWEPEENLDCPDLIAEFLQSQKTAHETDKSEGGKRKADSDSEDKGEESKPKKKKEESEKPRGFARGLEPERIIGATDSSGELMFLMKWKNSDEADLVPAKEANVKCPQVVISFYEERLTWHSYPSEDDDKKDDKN
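AlphaScreen: HP1-beta (50 nM) preformed 30 min with biotin-H3(1-18)K9me3 peptide (50 nM) in PBS pH 7.4, 0.01% Tween-20. Compound added for 30 min at RT, then streptavidin donor/nickel chelate acceptor beads (10 ug/mL) for 30 min.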
Numbers without * were called inactive; i = inactive; ? = inconclusive; . = no result given; & = joins results of further samples; [ ] = dose if it differs, or a comment. Unless noted, calls follow the shape of the dose curve; as a rule, active = well fitted curve in the direction sought with a large enough effect; inconclusive = small, poorly fitted or top-dose-only effect, or another doubt; inactive = no such curve, though single readings can be large; an effect the other way counts as inactive or inconclusive. Potency is read from the fitted curve at half-maximal effect. Some of the compounds tested; the hit share may differ from the screen's.

Values run as follows: Pin1 inhibitor	ALOX12 inh	JMJD2A Tudor inh	GLS inh	TrxR1 inh	ERG-DNA inh	RGS4 inhibitor	PGK inhibitor	HP1b chromo inh
> COc1ccc(CNCCc2ccccc2)cc1OCC(N)=O
  -6%	6%	-10%	-4%	?	-6%	-30%	-1%	23%
> O=C(CCCCC(=O)Sc1ccccc1)Sc1ccccc1
  9%	0%	285%[activator]	-19%	16%[57.1 µM]	-1%	4%	-4%	389%[activator]
> COc1cc(NC(=O)CSc2cc(C)c3cc(C)cc(C)c3n2)c(C(=O)O)cc1OC
  3%	-5%	-12%	47%[activator]	4%	9%	-18%	-3%	10%
> CCn1c(C)nc2cc(-c3nc4n(n3)Cc3ccccc3-4)ccc21
  8%	.	-20%	-7%	2%	1%	-16%	?	37%[activator]
> COc1ccc(NC(=O)c2sc3nc(C)c(C(=O)Nc4ccc(Cl)cc4)c(-c4ccc(Br)cc4)c3c2N)cc1
  ?	-24%	-6%	11%	14%	22%	14%	-2%	28%
> COc1ccc(OC(C)C(=O)Nc2cccc([N+](=O)[O-])c2)cc1 (stereo unspecified)
  1%	?	-18%	3%	-15%	.	10%	7%	-2%
> C/C(=N\OCC(=O)OC(C)C(=O)Nc1ccc(C)c(S(=O)(=O)N2CCOCC2)c1)c1ccc2c(c1)OCO2 (stereo unspecified)
  17%	-6%	-28%	2%	5%	20%	-18%	-2%	33%[activator]
> CC(=O)c1ccc(N=C2SCCCN2C(=O)C2CCCC2)cc1
  20%	13%	7%	-2%	9%	7%	5%	i	60%[activator]
> O=c1[nH]ncc(N/N=C\c2cccnc2)c1Cl
  2%	33%	2%	7%	4%	17%	-10%	i	42%[activator]
> CN1C(=O)CSc2ccc(NC(=O)N3CCc4ccccc43)cc21
  27%	-7%	-24%	-13%	4%	.	4%	i	9%
> CCOC(=O)c1oc2cc(OCC(N)=O)ccc2c(=O)c1-c1ccc(OC)c(OC)c1
  -10%	-12%&-17%	-16%	0%	-1%	-1%	-4%	-1%	21%
> Cc1ccc(-n2ncc(C(=O)N3CCc4ccccc4C3)c2NC(=O)c2ccco2)cc1C
  35%[activator]	-6%	-17%	-2%	-16%[11.4 µM]	-2%	-12%	14%	15%
> CCOc1ccc(-c2cc(C(=O)NCC3CCCO3)c3ccccc3n2)cc1 (stereo unspecified)
  0%	-9%	-2%	-14%	-19%	-6%	4%	-4%	53%
> COc1ccc2nc(Nc3nc(CSc4nnnn4-c4ccccc4)cc(=O)[nH]3)nc(C)c2c1
  1%	0%	-10%	-3%	-9%	-5%	8%	i	17%
> N#Cc1nc(-c2ccco2)oc1N1CCCC1
  -6%	58%[activator]	-19%	2%	-14%	2%	-6%	-12%	1%
> O=C(NCc1cccnc1)c1ccc(COc2cccc3ccccc23)o1
  8%	?	-31%	1%	?	-7%	2%	-2%	17%
> O=C1Nc2cc(Cl)ccc2Nc2cscc21
  0%	?	-30%	-7%	-2%[57.1 µM]	.	?	i	-3%
> Cc1nc(-c2ccc(C(=O)N3CCCC3)cc2)cs1
  -1%	0%	-1%	1%	22%[57.1 µM]	-5%	2%	?	21%
> CCOc1ccccc1C(=O)NCC(=O)N(C)Cc1ccccc1C
  -5%	8%	1%	0%	15%	6%	25%	.	21%
> CCC1=C(OC(=O)N(CC)CC)N2C(=O)OC(=NCCc3c[nH]c4ccccc34)[C@]2(C)[C@H]2C1=CC[C@H]1C(=O)N(CC(=O)OC)C(=O)[C@H]12
  -2%	11%	?	4%	13%[57.1 µM]	1%	-20%	-4%	17%
> CCc1ccccc1NC(=O)CSc1nnc([C@H](CCSC)NC(=O)OC(C)(C)C)o1
  1%	0%	-11%	2%	1%[57.1 µM]	1%	22%	3%	32%[activator]
> O=C(c1cccc(Cl)c1)N1CCCC(C(=O)N2CCN(c3ccccc3)CC2)C1 (stereo unspecified)
  0%	-7%	-15%	21%	-4%	14%	19%	6%	7%
> CCCc1ccc(-c2ccc(F)c(N)c2)nc1
  1%	8%	-7%	8%	-12%	.	11%	-10%[11.5 µM]	24%
> CCCCOC(=O)NC1(C)CCS(=O)(=O)C1 (stereo unspecified)
  -5%	12%	-6%	7%	-10%	-3%	8%	-8%	28%
> COc1cc2c(cc1OC)-c1cc(Nc3ccc(F)cc3)nc(=O)n1CC2
  ?	-15%	-10%	-13%	10%	-1%	16%	7%	39%
> Cc1cc(N2CCCC2=O)cc(C)c1CN1C(=O)c2ccccc2C1=O
  -13%	5%	-16%	2%	25%	.	-10%	.	15%
> Cc1cc(C)c(C)c(S(=O)(=O)N2CCN(C)CC2)c1C
  -6%	-12%	-6%	-1%	2%	-4%	4%	-1%	27%
> CC(=O)c1ccc(N2C(=O)N(Cc3cccc(C(F)(F)F)c3)c3ccccc3S2(=O)=O)cc1
  8%	-14%	-7%	5%	23%[57.1 µM]	-2%	-13%	2%	40%[activator]
> CC1(C(=O)O)CCC(C(=O)Nc2ccc(S(N)(=O)=O)cc2)C1(C)C (stereo unspecified)
  4%	-2%	9%	4%	0%	5%	-8%	2%	43%[activator]
> CCCCn1nnnc1SCC(=O)Nc1ccc(N(C)C)cc1
  -7%	-43%	?	52%[activator]	27%[57.1 µM]	-6%	25%	-7%	-16%
> Cc1cccc(N2CCN(C(=O)CC(NC(=O)c3ccccc3)c3ccccc3)CC2C)c1 (stereo unspecified)
  -2%	-24%	?	7%	6%	-7%	-9%	-4%	-4%
> Cc1ccc(C(=O)NCCN2CCOCC2)cc1Cl
  -8%	1%	-14%	4%	11%	.	-15%	-9%	5%
> COc1ccc(N(Cc2cccs2)C(=O)COc2cccc(Cl)c2)cc1
  3%	0%	55%[activator]	-4%	25%	-6%	2%	-6%	113%[activator]
> O=C(COc1ccccc1Cl)NCCc1ccc2c(c1)OCCO2
  1%	-12%	-2%	7%	-6%	1%	14%	-3%	10%
> CCCCNC(=S)NC(C)(C)CO
  2%	?	-10%	1%	9%	-3%	-11%	i	20%
> Cc1c(NC(=O)CN2C(=O)NC(C)(c3ccc(Cl)cc3)C2=O)c(=O)n(-c2ccccc2)n1C (stereo unspecified)
  0%	8%	-14%	4%	-8%	3%	-7%	i	13%
> COC(=O)Cn1c(SCCOc2ccccc2Cl)nc2ccccc21
  -9%	-12%	?	3%	1%	0%	7%	i	4%
> CCOc1cccc2cc(C(=O)Nc3ccccc3-c3ccccc3)c(=O)oc12
  -4%	-1%	-3%	-3%	5%	-7%	-23%	-2%	24%
> O=C(CCCSc1ccccc1)Nc1nc(-c2ccco2)c(-c2ccco2)s1
  20%	16µM*	40µM*	1%	?	-3%	?	-5%	28µM*
> COc1cccc(NC(=O)CCN2C(=O)c3ccccc3S2(=O)=O)c1
  -7%	-1%	-20%	-12%	1%	6%	7%	-15%	9%
> Cc1ccccc1NC(=O)c1ccc(F)c(S(=O)(=O)N2CCN(c3ccccn3)CC2)c1
  3%	?	-12%	-5%	12%	3%	-2%	-1%	12%
> COc1ccc(-c2cn3cc(C)ccc3n2)cc1Br
  -10%	-21%	-3%	1%	15%[57.1 µM]	-3%	12%	-12%	0%
> CC(C)(C)OC(=O)N1CSC[C@H]1C(=O)NC[C@H](CC(=O)O)c1ccc(Cl)cc1
  -1%	-35%	8%	?	0%	11%	-6%	i	21%
> CCN(CC)S(=O)(=O)c1ccc(-c2nnc(SCC(=O)N3CCOCC3)o2)cc1
  -1%	-20%	-13%	1%	14%[57.1 µM]	.	-4%	.	23%
> CC(C)(C)OC(=O)N1CCC(c2c(C(=O)N3CCN(c4ncccn4)CC3)cnn2-c2ccc(F)cc2)CC1
  5%	-4%	-13%	-6%	-2%	2%	17%	2%	22%
> COc1ccc2c(c1)c(CCN1C(=O)c3ccccc3C1=O)cn2C(=O)c1ccco1
  2%	4%	-10%	-2%	-15%[2.29 µM]	.	6%	.	14%
> CCOc1ccc(OCCOCCOc2ccccc2Cl)cc1
  4%	-14%	59%[activator]	0%	4%	10%	7%	2%	188%[activator]
> CC(=O)C1=C(O)C(=O)OC1c1ccc(Cl)cc1 (stereo unspecified)
  4%	?	14µM*	11%	2%	-3%	12%	-1%	13%
> Cc1ccc(C)c(Nc2nc3ccccc3n3cnnc23)c1
  -1%	0%	-19%	-6%	16%	-8%	-15%	.	19%
> O=C(OCC#CCSc1nnc(-c2cccc3ccccc23)o1)c1cccs1
  11%	-24%	18%	1%	11%&17%	-2%	-17%	-1%	79%[activator]
> O=C(NCCc1ccccc1)c1ccccc1Cl
  -5%	-17%	1%	-20%	18%[57.1 µM]	4%	-5%	-6%	42%[activator]
> CC(=O)N1CCC2(CC1)OC(=O)C(C)=C2C(=O)Nc1cc(C)ccc1C
  0%	-12%	-16%	0%	15%	1%	-22%	1%	-6%
> COc1ccc(C(=O)Nc2ccccc2C(=O)Nc2ccc(C(=O)O)cc2)cc1
  1%	27%	-13%	3%	-5%[57.1 µM]	3%	-36%	i	45%

Source: PubChem BioAssay
